CRFBP-R2 agonist: agonists of CRF-BP/CRF-R2 complex, primary screen, cell-based, HEK293, calcium dye fluorescence, uHTS. CRF-binding protein / CRF receptor 2 complex (human). calcium dye fluorescence (FLIPR); percent of saturating CRF peptide response. 350,000 tested, 0.46% active. activation, % at 13.2 µM;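 active means activation of at least 50%, plus an integration ratio under a set limit after plate pattern correction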;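 further: plate controls were neutral control wells without compound for no effect and CRF at EC100 for full effect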
M4 antag: human M4 muscarinic receptor antagonists, primary screen, CHO cells, Fluo-8 calcium fluorescence. Muscarinic acetylcholine receptor M4 (Homo sapiens), P08173. CHO-hM4 cells, ACh EC80. inhibition, % at 3 µM. 360,000 tested, 0.73% active;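 active means inhibition above its plate's cutoff, the mean inhibition of sample wells plus 3 SD, cut at about 27% in these data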;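 further: 0% = acetylcholine EC80 with DMSO and 100% = DMSO without agonist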
Target sequence (P08173 whole entry, looked up): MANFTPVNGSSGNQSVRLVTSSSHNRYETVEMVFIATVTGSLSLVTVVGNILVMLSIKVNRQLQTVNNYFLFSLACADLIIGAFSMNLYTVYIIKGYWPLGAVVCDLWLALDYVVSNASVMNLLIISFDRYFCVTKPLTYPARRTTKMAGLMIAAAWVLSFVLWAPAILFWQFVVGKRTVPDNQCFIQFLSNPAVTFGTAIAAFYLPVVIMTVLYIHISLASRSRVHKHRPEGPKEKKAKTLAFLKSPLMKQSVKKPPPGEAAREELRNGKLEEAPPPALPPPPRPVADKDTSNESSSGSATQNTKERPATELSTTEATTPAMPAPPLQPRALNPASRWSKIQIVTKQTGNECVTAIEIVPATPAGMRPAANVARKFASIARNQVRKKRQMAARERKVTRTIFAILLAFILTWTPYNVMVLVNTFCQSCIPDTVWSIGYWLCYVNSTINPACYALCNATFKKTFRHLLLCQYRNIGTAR
CRFR2-BP antag: antagonists of CRF-BP/CRF-R2 complex, primary screen, cell-based, HEK293, calcium dye fluorescence, uHTS; CRF-induced calcium fluorescence; inhibition, % at 11.8 µM; 350,000 tested, 0.59% active; AID 588475, 2011;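 active means inhibition of the ligand-induced calcium signal above about 50% at the single tested concentration, limit read from the data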
M4 PAM: human M4 muscarinic receptor positive allosteric modulators, primary screen, CHO-K1 cells, Fluo-8 calcium fluorescence | activation, % at 3 µM | CHO-K1 hM4/Gqi5, ACh EC20; 0% = ACh EC20, 100% = maximal ACh | 360,000 tested, 0.4% active | AID 624126, 2012 | Muscarinic acetylcholine receptor M4 (Homo sapiens), P08173;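 active means activation above its plate's cutoff, the mean activation of sample wells plus 3 SD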; further: some results filed as inactive read as strong as hits
M4 ag: human M4 muscarinic receptor agonists, primary screen, CHO-K1 cells, Fluo-8 calcium fluorescence; Muscarinic acetylcholine receptor M4 (Homo sapiens), P08173; CHO-K1 hM4/Gqi5; vehicle 0%, full acetylcholine response 100%; activation, % at 3 µM; 360,000 tested, 0.14% active; AID 624127, 2012;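 active means activation above the run mean over all test wells plus 3 SD, cut at about 32% in these data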;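 further: peak over basal fluorescence ratio per well then scaled between controls; 0% = DMSO wells and 100% = acetylcholine at EC100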
M1 PAM: human M1 muscarinic receptor positive allosteric modulators, primary screen, CHO-K1 cells, Fluo-8 calcium fluorescence, 1536-well; Muscarinic acetylcholine receptor M1 (Homo sapiens), P11229; CHO-K1 hM1, ACh EC20; 0% = ACh EC20, 100% = maximal ACh; activation, % at 3 µM; 360,000 tested, 0.088% active; in the data active means activation above about 19%, passing the limit was not always enough
CHRM5 agonist: human M5 muscarinic receptor agonists, primary screen, CHO-K1 cells, Fluo-8 calcium fluorescence. Muscarinic acetylcholine receptor M5 (Homo sapiens), P08912. CHO-K1 hM5 cells; 0% DMSO wells, 100% maximal acetylcholine response. activation, % at 3 µM. 360,000 tested, 0.19% active. AID 624037, 2012;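 active means activation above the run's mean over test compounds plus 3 SD, cut at about 23% in these data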;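 further: signal is peak over basal fluorescence ratio across the kinetic read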
Target sequence (P08912 whole entry, looked up): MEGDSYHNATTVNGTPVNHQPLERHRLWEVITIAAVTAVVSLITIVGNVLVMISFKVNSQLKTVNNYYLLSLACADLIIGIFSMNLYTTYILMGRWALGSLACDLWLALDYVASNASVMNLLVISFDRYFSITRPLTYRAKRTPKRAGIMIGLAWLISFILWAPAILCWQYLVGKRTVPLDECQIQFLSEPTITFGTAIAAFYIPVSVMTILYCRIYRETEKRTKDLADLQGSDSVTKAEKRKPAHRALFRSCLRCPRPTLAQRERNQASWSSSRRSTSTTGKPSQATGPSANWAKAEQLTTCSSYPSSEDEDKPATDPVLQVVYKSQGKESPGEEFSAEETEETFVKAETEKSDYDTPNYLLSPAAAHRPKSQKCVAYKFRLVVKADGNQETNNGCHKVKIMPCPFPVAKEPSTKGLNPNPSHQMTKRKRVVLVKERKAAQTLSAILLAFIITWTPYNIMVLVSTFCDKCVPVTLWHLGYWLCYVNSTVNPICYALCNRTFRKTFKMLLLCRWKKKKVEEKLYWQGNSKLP
CHRM5 PAM: human M5 muscarinic receptor positive allosteric modulators, primary screen, CHO-K1 cells, Fluo-8 calcium fluorescence | CHO-K1 hM5, ACh EC20 PAM; 0% = ACh EC20, 100% = ACh EC100 | AID 624038, 2012 | activation, % at 3 µM | 360,000 tested, 0.3% active;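 active means activation above the run cutoff, the mean activation of all test compounds plus 3 SD, cut at about 18% in these data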
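System – CHO-K1 hM5 cells · Compound – 3 µM, single dose · Incubation – compound preincubation 140 s before EC20 acetylcholine addition · Technique – Fluo-8 calcium fluorescence · Measure – Max/basal fluorescence ratio as % of EC20–EC100 ACh window · Benchmarks – low control EC20 acetylcholine (0%), high control EC100 acetylcholine (100%) · Replication – singlicate, one well per test compound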
CHRM5 antagonist: human M5 muscarinic receptor antagonists, primary screen, CHO cells, Fluo-8 calcium fluorescence; Muscarinic acetylcholine receptor M5 (Homo sapiens), P08912; CHO-hM5 cells, ACh EC80; inhibition, % at 3 µM; 360,000 tested, 0.59% active;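 active means inhibition above a per-plate cutoff, the mean of that plate's test compounds plus 3 SD, cut at about 27% in these data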;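 further: 0% = acetylcholine EC80 with DMSO and 100% = DMSO without agonist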
An asterisk follows results filed as active; / = not tested or not shown.

SMILES	CRFBP-R2 agonist	M4 antag	CRFR2-BP antag	M4 PAM	M4 ag	M1 PAM	CHRM5 agonist	CHRM5 PAM	CHRM5 antagonist
COc1ccc([N+](=O)[O-])cc1NC(=S)NC(C)=O	-1.1	6	-1	0	2	9	1	0	-3
CCc1ccccc1NC(=O)C1CCN(S(=O)(=O)c2ccc3c(c2)N(C(C)=O)CCO3)CC1	-1.2	9	2	-1	2	-1	-3	-1	16
COCCCNc1ccn2nc(-c3cccc(OCc4ccccc4)c3)cc2n1	/	1	/	-4	13	-11	3	-5	15
CC1(C(=O)N(CC(=O)NC2CCCC2)C2CCCC2)CC(=O)N=C2C=CC=CN21 (stereo not given)	-0.2	-5	-11	6	0	0	-3	-8	2
COc1ccc(NC2CCCN(C(=O)c3ccc(C)c(N4CCNC4=O)c3)C2)cc1 (stereo not given)	-0.5	-7	-4	1	1	1	-6	-1	1
COc1ccc(CNC(=O)CCSCc2ccccc2C)cc1	1.1	8	4	3	1	5	-5	14	-4
CN1CCN(CC(=O)Nc2nc3c(s2)CCCC3)CC1	0.1	-10	11	7	1	8	-13	2	6
CC(C)C[C@H]1CNC(=S)N1C[C@H]1CCCN1C[C@H](Cc1ccccc1)N1C[C@H](Cc2ccc(O)cc2)N(CC2CCCCC2)C1=S	/	-6	/	0	0	2	3	1	-4
Cc1ccc(C(=O)c2c(NC(=O)c3ccccc3C)sc(C)c2C)cc1	0.5	-10	-5	7	-2	-3	-1	-3	4
c1n[nH]c(NC2=NCCC2)n1	0.0	-7	-1	0	0	6	-2	4	-6
CCSC1(SCC)N=C(N)C2(C#N)C(c3ccc(OC)c(OC)c3OC)C12C#N (stereo not given)	-0.4	24	-16	-8	1	0	-1	-2	3
CC[n+]1c(/C=C/c2ccc(OC)c(OC)c2)ccc2ccccc21	10	-11	6	1	2	-3	2	-6	-5
CC(C)N1C(=O)CC(Nc2ccc(N3CCOCC3)cc2)C1=O (stereo not given)	0.6	6	5	-3	1	8	2	0	-2
COC(=O)c1cc(Cl)c(NC(=O)c2cc(OC)c(OC)c(OC)c2)cc1OC	-2.9	5	1	1	0	2	0	-1	4
COc1ccccc1C(=O)NCCCCNC(=O)c1ccccc1OC	-1.5	-22	-5	16	5	2	0	4	-8
CC(C)(C)C(=O)N1CCN(c2nc3ccccc3o2)CC1	-0.4	3	18	-9	1	0	2	-5	9
COc1ccc(CCN(C)c2ccc(C(N)=O)cc2[N+](=O)[O-])cc1OC	-1.3	-14	5	5	4	-7	5	-4	3
Cc1cc(C)nc(Sc2ccc(C=O)cc2[N+](=O)[O-])n1	-2.1	-6	26	8	0	5	-2	-4	13
CC12CCCCC1(O)[N+](=O)C1=C(CCCC1)N2[O-] (stereo not given)	2.3	-7	7	4	0	1	-2	-5	-1
CCOC(=O)N1CCN(C(=O)CSc2ccc(-c3ccccc3)nn2)CC1	-5.0	-6	5	4	2	8	3	4	12
COc1ccc(CN2CC(=O)N(c3ccc(C)cc3)C2=S)cc1OC	-0.9	-21	21	26	1	12	0	-5	-6
COc1ccc(S(=O)(=O)N2CCN(C)CC2)c(C)c1	0.2	3	0	-4	1	10	3	2	3
CC1=NN(C(=O)c2csc(C)c2C)C(O)(C(F)(F)F)C1 (stereo not given)	-1.4	12	41	-2	0	0	-2	-3	5
CCCCNC(=O)c1ccccc1SCC(=O)NC1CCCCCCC1	0.0	-4	3	9	6	7	-8	7	2
O=C(Cc1ccc(F)cc1)N[C@@H]1c2ccccc2CC[C@@H]1O	-4.5	-7	14	3	1	11	-2	-4	-11
Clc1ccc(/C=N/Nc2nc(Cl)nc3ccccc23)cc1	-1.6	8	-4	-9	2	4	0	0	3
CCc1noc(C)c1C(=O)OC(C)C(=O)Nc1cc([N+](=O)[O-])ccc1OC (stereo not given)	-1.5	7	12	1	0	-4	-3	0	11
Cc1ccc(C2=NOC3(CC(=O)N(c4ccccc4)C3=O)C2)cc1 (stereo not given)	-0.9	-7	1	-28	12	-2	2	-16	13
Cc1sc2ncnc(OCC(=O)N3CCN(S(=O)(=O)c4ccccc4)CC3)c2c1C	0.2	-6	1	0	4	6	-5	-2	4
O=C1c2ccccc2S(=O)N1c1cccc(F)c1 (stereo not given)	9.1	-12	3	-3	1	3	1	3	-3
CCc1cccc(CC)c1N1C(=O)COCC1=O	0.2	-3	-9	-3	0	-5	-1	-2	6
O=C(CCNC(=O)c1ccc([N+](=O)[O-])cc1)NC1CCCc2ccccc21 (stereo not given)	-0.5	1	3	7	0	4	-5	-3	1
Cc1ccc(SCCN2CCC(O)CCC2=O)cc1 (stereo not given)	0.3	5	13	22	1	11	-2	-2	18
C/C(CC(=O)NCc1ccco1)=N\NC(=O)Cc1cccc2ccccc12	0.7	0	4	-7	3	3	-4	-6	4
Clc1ccc2c(NCc3ccccn3)ncnc2c1	-1.6	-5	36	-5	2	-1	1	2	-3
CCN(CC)CCCn1c(SCC(=O)NCC2CCCO2)nc2ccccc2c1=O (stereo not given)	0.7	-8	0	0	0	-5	-5	-4	2
Cc1ccc(-c2nnn(CC(=O)N(c3cccc(F)c3)C(C(=O)NC3CCCC3)c3ccco3)n2)o1 (stereo not given)	-1.0	1	-13	4	2	1	1	-3	1
COc1cc(-c2cc(C(F)(F)F)n3ncc(C(=O)O)c3n2)cc(OC)c1OC	23	7	20	10	1	8	1	-3	-2
O=C(COC(=O)c1ccc(O)cc1)Nc1ncc(Cl)cc1Cl	-2.0	-9	-10	-1	3	1	4	-4	7
CCCn1c(N)c(N(CCOC)C(=O)C(C)Oc2ccc(F)cc2)c(=O)[nH]c1=O (stereo not given)	-0.8	-6	0	5	1	8	-3	10	-3
CCc1cc(-c2nnn(CCC3COCCO3)c2CC)ccc1-c1cn(Cc2ccccc2)nn1 (stereo not given)	3.1	-16	-7	-2	15	4	5	-14	18
CCOc1ccc2nc(NS(=O)(=O)c3cccs3)sc2c1	-0.9	8	16	3	-1	4	-1	-2	5
CCc1[nH]nc2c1C(c1ccc(Br)s1)C(C#N)=C(N)O2 (stereo not given)	-1.1	9	-11	0	1	4	1	3	4
COc1ccc(-c2[nH]c(-c3ccccc3)nc2SCC(=O)NCc2ccco2)cc1OC	0.7	15	23	-17	8	-20	-2	-16	7
CN1/C(=C/C(=O)COC(=O)C2COc3ccccc3O2)C(C)(C)c2ccccc21 (stereo not given)	0.5	2	18	3	1	5	-1	3	8
CS(=O)(=O)N(CC(=O)N1CCN(Cc2ccccc2)CC1)c1ccc(F)cc1	0.5	2	3	11	2	3	2	7	-13
CCc1nc2ccccc2n1Cc1ccc(OC)c(OC)c1	1.4	-6	26	3	1	2	0	-3	-4
CNc1nc(SCC(=O)Nc2ccc(Cl)c(Cl)c2)nc(N2CCOCC2)n1	0.5	-5	-12	10	2	0	1	0	0
COc1ccc(C(=O)Nc2nnc(S(=O)(=O)N3CCC(C)CC3)s2)cc1OC	0.7	5	4	1	1	21	-1	8	-4
Cc1sc2ncn(CC(=O)NCC(=O)N3CCN(c4ccccc4F)CC3)c(=O)c2c1C	-0.6	0	-7	3	1	6	-5	0	6
Cc1nc2nc(-c3ccccc3)nn2c(C)c1Cl	0.1	-4	-10	15	1	1	-2	0	-8
CN(Cc1cccs1)C(=O)c1cc(S(=O)(=O)N2CCOCC2)ccc1N1CCCC1	0.6	-6	9	2	7	6	1	-3	3
CN(C)S(=O)(=O)c1ccc(C(=O)OCCN=C2NS(=O)(=O)c3ccccc32)cc1	-1.2	7	-11	-3	2	4	2	-2	-2
CC(Nc1ccc2c(c1)OCCO2)C(=O)N1CCc2ccccc21 (stereo not given)	-0.6	1	-38	-1	2	7	3	-8	1
CC(Sc1nncn1-c1ccccc1)C(=O)Nc1cccc([N+](=O)[O-])c1 (stereo not given)	-4.3	-2	12	0	1	10	-1	-5	3
O=C(CN1C(=O)C(=O)N(CCC2=CCCCC2)C1=O)Nc1ccc(F)cc1F	0.5	-6	-18	8	4	8	2	1	2
CCOC(=O)c1c(NC(=O)COC(=O)c2cnc(C)cn2)sc(C(=O)N(C)C)c1C	-1.3	-4	5	-4	1	2	-2	5	-15
Cc1ccc(C(C)C)c(OCC(O)CN2CCN(CCO)CC2)c1 (stereo not given)	-2.4	-5	-1	9	1	0	-4	3	-2
COc1ccc(CCNC(=O)c2ccc(CNS(=O)(=O)c3cc(C)ccc3C)cc2)cc1OC	-0.6	8	30	-12	13	-6	5	-15	1
O=C(CSc1nc(-c2ccco2)cc(C(F)(F)F)n1)Nc1ccc(C(=O)N2CCCCC2)cc1	1.3	7	-10	-6	0	-4	0	-4	-5

3 compounds out of the list above, sorted by the value under CHRM5 agonist, rising.
| structure | CHRM5 agonist |
| --- | --- |
| Cc1sc2ncn(CC(=O)NCC(=O)N3CCN(c4ccccc4F)CC3)c(=O)c2c1C | -5 |
| CNc1nc(SCC(=O)Nc2ccc(Cl)c(Cl)c2)nc(N2CCOCC2)n1 | 1 |
| COc1ccc(CCNC(=O)c2ccc(CNS(=O)(=O)c3cc(C)ccc3C)cc2)cc1OC | 5 |

(listing goes on)
SMILES	CRFBP-R2 agonist	M4 antag	CRFR2-BP antag	M4 PAM	M4 ag	M1 PAM	CHRM5 agonist	CHRM5 PAM	CHRM5 antagonist
O=C(Nc1ccc(F)cc1F)N1CCN(C/C=C/c2ccccc2)CC1	-0.4	3	1	-3	2	6	-2	-8	6
CC(C)COc1ccc(CN=C(N)N=C(N)N)cc1Cl	-1.9	-3	-19	-3	0	4	-9	-3	6
Cc1ccc(N2CC(C(=O)NCc3ccccn3)CC2=O)cc1 (stereo not given)	5.0	7	-4	-4	0	6	1	0	-1
COc1ccc(Cn2cc(CN3CC(N4CC=CC4)CS3(=O)=O)nn2)cc1 (stereo not given)	/	-5	/	2	1	/	2	0	-3
Cc1cc(C)c(C)c(S(=O)(=O)N2CCC(C(=O)Nc3ccncc3)CC2)c1C	1.5	-6	-20	2	15	-2	-2	5	-7
C=CCN1C(=O)C(=Cc2ccc3c(c2)CCC3)SC1=S	0.2	-5	-10	-1	0	-3	0	-1	1
CC(C)OCC(O)CN1CCN(C(c2ccccc2)c2ccccc2)CC1 (stereo not given)	5.0	23	13	-18	1	-27	-10	-20	20
CCCSc1cc(=O)n(-c2ccccc2)nc1C(=O)OCC	-0.9	-5	-6	11	0	12	-2	3	2
CC[C@@H]1CC2=C(C(=O)OC(C)(C)O2)[C@@H](CC)O1	/	5	/	4	1	/	2	-2	4
Cc1ccc(S(=O)(=O)N2CCN(S(=O)(=O)N3CCC(C)CC3)CC2)c(C)c1	1.7	-3	-4	0	2	4	-4	0	14
CCN1C(=O)CCCc2ccccc21	1.4	0	-12	10	2	8	4	5	-1
